Assay outcomes (PubChem)
hgDAF-12 ag = activates the H. glycines DAF-12 receptor ligand-binding domain; HEK293 GAL4-hgDAF12 UAS-luciferase reporter, agonist luminescence; normalized to butyrate control; activation, % at 6.8 µM; actives 1.8% (n = 370,000);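 active = activation above a cutoff set at the mean of all screened compounds plus 3 SD, cut at about 10% in these data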;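 note: 0% = DMSO wells and 100% = sodium butyrate wells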
SMARCA2 act = activators of SMARCA2 function. MG213 cells, MMTV-luciferase reporter, dexamethasone, overnight. AID 652017. actives 1% (n = 370,000). activation, % at 9.1 µM; in the data active = activation above about 7.8%;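 note: 0% = vehicle wells and 100% = reference activator wells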
NPR1 activator = GC-A (human) enzyme activation | HEK293 GC-A cells, cGMP TR-FRET, EC30 ANP; 0% at EC30 ANP, 100% saturating ANP | actives 0.14% (n = 370,000) | AID 1671463 | activation, % at 10 µM | P16066; in the data active = activation above about 40%
ADAM10 inh = inhibits human ADAM10; O14672; recombinant ADAM10, EDANS/DABCYL FRET peptide cleavage, 3 h; inhibition, % at 7 µM; actives 0.62% (n = 370,000); AID 720582;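 active = inhibition above a per-campaign cutoff equal to the mean of compounds falling between control-based bounds plus 3 SD, cut at about 20% in these data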;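 note: 0% = DMSO wells while the 100% control is not disclosed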
DAX1 inh-1 = inhibits human nuclear receptor DAX1. P51843. HEK293 Gal4-DAX1 luciferase reporter, luminescence. inhibition, % at 6.75 µM. actives 0.99% (n = 340,000). AID 504766;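 active = inhibition above the mean over all tested compounds plus 3 SD, cut at about 4.2% in these data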;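 note: 0% = DAX1-transfected cells with DMSO and 100% = empty-vector control cells with DMSO; inhibition shows as a rise in luminescence from relieved DAX1 repression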
Target sequence (P51843 207-470 limits assumed): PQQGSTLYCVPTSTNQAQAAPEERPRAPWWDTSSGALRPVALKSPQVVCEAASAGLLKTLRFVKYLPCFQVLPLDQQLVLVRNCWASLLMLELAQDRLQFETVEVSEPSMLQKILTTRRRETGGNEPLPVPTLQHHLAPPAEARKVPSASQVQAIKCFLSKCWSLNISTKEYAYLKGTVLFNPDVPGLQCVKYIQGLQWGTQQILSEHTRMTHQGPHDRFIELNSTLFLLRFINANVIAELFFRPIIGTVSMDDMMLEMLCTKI
FXN GAA850 act = frataxin GAA850 promoter activation. activation, % at 6 µM. actives 0.56% (n = 360,000). HEK293 lucGAA850 FXN promoter luciferase reporter, 24 h; percent of 10 µM SAHA response;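 active = activation above the average of all compounds screened plus 3 SD, cutoff fixed separately per campaign, cut at about 7.5% in these data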;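 note: 0% = DMSO wells and 100% = 10 µM SAHA wells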
DAX1 inh-2 = blocks DAX1 repression of SF-1 activated StAR promoter; inhibition, % at 6.8 µM; AID 652010; HEK293T StAR-luciferase reporter, SF-1/DAX-1 repression relief; actives 1.1% (n = 370,000);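 active = inhibition above the mean over all tested compounds plus 3 SD, cut at about 3.6% in these data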;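 note: 0% = DAX-1 cells with DMSO and 100% = cells lacking DAX-1 with DMSO; higher inhibition means more luminescence from relief of DAX-1 repression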
ssDAF-12 act = S. stercoralis DAF-12 activation, primary screen; HEK293 ssDAF-12/GRIP1 lit1-tk-luc reporter, luminescence; % of 3 µM dafachronic acid response; activation, % at 6.8 µM; actives 1% (n = 370,000); AID 652126;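 active = activation above the mean over all tested compounds plus 3 SD, cut at about 0.9% in these data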;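 note: 0% = DMSO-only wells and 100% = 3 µM delta7-dafachronic acid wells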
PG9 Ab binder = PG9 antibody binding by small molecule. TR-FRET gp120-PG9 antibody binding. inhibition, % at 6.7 µM. actives 0.43% (n = 360,000); in the data active = inhibition above about 8.5%
ADAM17 inh = ADAM17 inhibition, QFRET primary screen; AID 720648; inhibition, % at 6.95 µM; actives 0.83% (n = 370,000); recombinant ADAM17, EDANS/DABCYL FRET peptide cleavage;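 active = inhibition above the mean of compounds lying between control limits plus 3 SD, set per campaign, cut at about 8.5% in these data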;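 note: 0% = DMSO-only wells as the low control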
Target sequence (P78536 215-824 limits assumed): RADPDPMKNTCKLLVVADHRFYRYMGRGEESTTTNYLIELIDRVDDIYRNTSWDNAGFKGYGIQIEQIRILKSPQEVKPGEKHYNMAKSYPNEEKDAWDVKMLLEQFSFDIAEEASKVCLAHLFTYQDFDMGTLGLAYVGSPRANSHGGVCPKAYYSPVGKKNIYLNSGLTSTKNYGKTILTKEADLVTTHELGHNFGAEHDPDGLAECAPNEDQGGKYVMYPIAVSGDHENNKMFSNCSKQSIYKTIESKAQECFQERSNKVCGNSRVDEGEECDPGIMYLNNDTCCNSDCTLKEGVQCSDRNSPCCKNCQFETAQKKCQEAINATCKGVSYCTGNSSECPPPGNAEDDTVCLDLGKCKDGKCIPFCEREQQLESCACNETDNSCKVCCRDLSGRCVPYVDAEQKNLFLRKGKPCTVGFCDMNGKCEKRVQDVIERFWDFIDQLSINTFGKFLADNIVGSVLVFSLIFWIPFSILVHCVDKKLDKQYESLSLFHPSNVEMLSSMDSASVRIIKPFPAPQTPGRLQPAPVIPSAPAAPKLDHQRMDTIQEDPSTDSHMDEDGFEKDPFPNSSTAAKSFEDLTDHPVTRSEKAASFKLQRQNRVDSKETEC
hcDAF-12 act = activators of H. contortus DAF-12 nuclear receptor; HEK293 hcDAF-12 lit1-tk-luc reporter, luminescence; 0% DMSO, 100% Δ7-dafachronic acid; activation, % at 6.8 µM; actives 1.4% (n = 370,000);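 active = activation above the mean of all tested compounds plus 3 SD, cut at about 5.5% in these data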;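 note: 100% = response to 3 µM Δ7-dafachronic acid high control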
* = called active by the depositor; i = inactive; nt = not tested or not shown; & = joins results of further samples.

SMILES | hgDAF-12 ag | SMARCA2 act | NPR1 activator | ADAM10 inh | DAX1 inh-1 | FXN GAA850 act | DAX1 inh-2 | ssDAF-12 act | PG9 Ab binder | ADAM17 inh | hcDAF-12 act
O=C(c1ccc(Cn2ccc([N+](=O)[O-])n2)cc1)N1CCN(Cc2ccccc2)CC1 | -1.4 | -7 | -6 | 5 | -0.5 | -0.6 | -0.9 | -0.2 | -2.5 | -1 | -0.5
Cc1ccc(S(=O)(=O)Cn2nnnc2C(CC(C)C)N2CCN(C(=O)c3ccco3)CC2)cc1 (stereo not drawn) | -6.2 | -2 | 0 | 9 | 0.8 | -0.5 | -1.2 | -1.6 | 1.6 | -1 | -0.4
CCN1CCc2c(OCC(=O)Nc3cccc(C)c3)cccc2C1=O | -1.9 | -1 | -9 | 0 | -1.9 | -0.7 | -0.8 | -1.9 | 0.7 | -3 | -0.2
Cc1ccc(NC(=O)CSc2nn(-c3ccc(Cl)cc3)c(=S)s2)cc1S(=O)(=O)N(C)C | -3.6 | -7 | 4 | 25* | -2.5 | 10* | -2.0 | -2.3 | -1.6 | 9.8* | -5.6
COc1ccc(CCNC(=O)CC2SC(=NCCC(C)C)NC2=O)cc1OC (stereo not drawn) | -1.3 | -2 | 0 | -3 | -1.4 | -3.0 | -0.2 | -0.1 | -1.2 | 3 | 1.9
N#CC1(NC(=O)COC(=O)Cn2[nH]c(=O)c3ccccc3c2=O)CCCCC1 | 0.6 | -2 | -1 | -6 | 2.3 | -0.3 | 0.3 | -0.3 | 1.2 | -1 | 0.8
Cc1cccc2cc3ccccc3nc12 | 2.1 | -3 | 6 | -41 | -0.2 | 0.9 | -0.4 | -1.7 | -2.0 | -16 | 0.2
O=C(NC1CCCC1)C1C(c2ccc(C(F)(F)F)cc2)=Nc2ccccc2N1C(=O)c1ccco1 (stereo not drawn) | 5.7 | 3 | -1 | -22 | nt | nt | 1.4 | 0.2 | 0.8 | -5 | 5.6*
CCCc1nnc(NC(=O)CCC(=O)N2CCN(c3ccccn3)CC2)s1 | -0.6 | 2 | -4 | -24 | 0.5 | 0.0 | -0.7 | -0.9 | 2.0 | -12 | -0.4
CCNC(=O)CN(c1ccc(CC)cc1)S(C)(=O)=O | -0.5 | -3 | -1 | 3 | -0.1 | -0.1 | 0.1 | -1.1 | -0.7 | -1 | 0.8
O=C(COC(=O)c1c(Cl)cccc1Cl)NC1CCCCC1 | 2.7 | -3 | 3 | -5 | 0.6 | 1.4 | 0.2 | -0.9 | -0.4 | 2 | -0.9
CC(CC(=O)Nc1ccc(F)cc1)S(=O)(=O)c1ccc2c(c1)NC(=O)CO2 (stereo not drawn) | 0.8 | 3 | 0 | 12 | -0.2 | -0.4 | 1.8 | -1.2 | -3.5 | 1 | 1.3
CC1=Nc2cc(C(=O)NCc3ccco3)ccc2Sc2ccc(C)cc21 | -6.1 | 1 | -3 | 6 | 0.7 | 3.0 | 0.6 | -0.4 | -2.4 | 1 | -0.6
CCCCN(CC)CCCNC(=O)c1cc2cc3ccc(C)cc3nc2o1 | 0.0 | 1 | 2 | i | 0.5 | -1.5 | 0.3 | -0.6 | -0.1 | -440 | -0.2
O=C(C[n+]1cc(-c2ccccc2)n2c1CCC2)OCc1ccccc1 | 0.9 | -2 | 1 | -15 | 1.1 | 1.7 | 0.4 | -1.1 | -1.0 | -3 | -0.9
CCOC(=O)C1=C(C)NC2=C(C(=O)CCC2)C1c1cc(OC)ccc1OC (stereo not drawn) | -0.1 | 0 | -29 | -18 | -0.8 | 0.4 | 0.1 | -1.3 | -1.4 | -7 | -1.1
Cc1ccc(NC(=O)C2CCN(C(=O)c3ccccc3C)CC2)nc1 | -0.1 | 3 | 1 | -1 | 0.5 | 2.5 | 0.4 | -1.5 | 0.7 | 1 | -0.4
Cc1noc(C)c1NC(=O)N(C)C[C@@H]1Oc2ncc(Br)cc2C(=O)N([C@H](C)CO)C[C@@H]1C | -0.8 | -4 | 1 | -6 | 3.0 | 0.9 | -0.2 | -1.3 | -1.4 | -3 | -1.8
C[C@H]1C(c2ccccc2F)O[C@]2(C[C@H](O)c3ccccc3O2)C[C@@H]1O (stereo partly drawn) | 1.1 | -1 | -10 | 4 | nt | nt | -1.1 | -1.1 | nt | 4 | 1.2
Cc1ccc(OCC(=O)N/N=C/c2c[nH]c3ccccc23)c([N+](=O)[O-])c1 | 2.2 | 3 | -5 | 2 | 1.9 | 1.4 | -0.7 | -0.5 | -2.5 | -1 | 6.2*
CC(C)Nc1nc(NCCOc2ccccc2Cl)c2sc(-c3ccccc3)cc2n1 | -2.1 | -3 | 3 | -18 | nt | -6.1 | -2.0 | -1.5 | 1.4 | -3 | -2.5
Cc1ccc(NC(=O)C2(c3ccccc3)CCOCC2)cc1 | -2.4 | -1 | -5 | 0 | 0.2 | 1.1 | -0.1 | -0.8 | 1.0 | -2 | -1.6
Cn1c2ccccc2c2cnn(CC(=O)Nc3ccc(F)cc3F)c(=O)c21 | 1.2 | 2 | -4 | -8 | 0.8 | 1.4 | 0.1 | 0.0 | 0.9 | -5 | 4.4
CCNC(=O)COC(=O)c1cc(-c2ccc(OC)cc2)nc2ccccc12 | 5.2 | 5 | 5 | -401 | -1.7 | 3.0 | 0.3 | -2.2 | -1.2 | -136 | -1.1
COc1ccc(CNC(=O)N2CCc3ccccc3C2)cc1Cl | 1.8 | 8 | 1 | 8 | -0.7 | 1.8 | -0.1 | -0.6 | -4.2 | 1 | 0.5
Cc1ccc(OCC(=O)c2ccc(Cl)s2)c([N+](=O)[O-])n1 | 2.1 | 1 | -6 | -8 | 1.1 | 1.3 | 0.3 | -1.4 | -0.7 | -3 | 2.1
O=C1CCc2cc(S(=O)(=O)NC3CCCCC3)ccc2N1 | 0.3 | 2 | -1 | 2 | 1.5 | 1.2 | 2.6 | -0.3 | -0.6 | 1 | 1.0
C#CCn1c(=NC(=O)CSCC(=O)N2CCOCC2)sc2ccccc21 | -1.6 | 0 | 1 | 4 | -0.7 | -0.8 | -0.6 | -0.8 | -1.2 | -2 | 4.0
CC(NCc1ccco1)C(=O)N1CCOCC1 (stereo not drawn) | -2.1 | -3 | 1 | -4 | nt | nt | 0.8 | -0.5 | nt | 0 | -1.6
CS(=O)(=O)N(CCc1ccccc1)CC(=O)NCc1ccc(Cl)cc1 | 0.2 | 0 | -2 | -3 | -0.6 | -1.5 | 0.1 | -1.2 | -1.0 | -3 | -0.3
Cc1cnc(NC(=O)CSc2ccccc2)s1 | 5.6 | 2 | 5 | 17 | -0.9 | 2.1 | 1.1 | -1.0 | 0.0 | 6 | 2.2
O=C(CC1SC(N2CCCCC2)=NC1=O)Nc1ccc(C(=O)NCCc2ccc(F)cc2)cc1 (stereo not drawn) | -0.4 | 0 | -1 | -9 | -1.2 | 3.6 | -4.3 | -1.5 | -0.3 | 0 | -2.2
COC(=O)C(CC(=O)c1ccc(Cl)cc1)c1ccc(C(C)C)cc1 (stereo not drawn) | 2.4 | 3 | 5 | 3 | -1.0 | 2.5 | 0.1 | -0.9 | -1.3 | 1 | 0.8
O=C(CN1CCN(c2ccccc2O)CC1)Nc1ccnn1C1CCCC1 | -1.1 | -1 | 2 | -14 | -1.1 | 4.7 | -0.2 | -1.5 | 0.6 | -1 | 0.3
CCOc1ccc(S(=O)(=O)N2CCCCC2)c(C)c1C | -1.0 | -2 | -3 | -5 | -0.3 | 5.1 | -0.3 | -1.4 | -0.2 | -2 | -2.1
O=C(O)/C=C\c1cn(-c2ccccc2)nc1-c1cc2ccccc2o1 | 3.3 | 0 | -3 | i | -0.7 | -1.8 | -0.3 | -1.2 | -0.7 | -224 | 1.5
Cc1cc(NC(=O)/C(C#N)=C/c2ccco2)n(-c2ccccc2)n1 | -0.2 | -2 | -2 | 16 | -0.3 | 1.2 | 0.0 | -0.9 | -1.8 | 9.0* | -0.4
C[C@H](c1ccccc1)N1C[C@H](COCc2ccccc2)Oc2cc(N3CC[C@H](N(C)C)C3)ccc2S1(=O)=O | 4.2 | -3 | -3 | 17 | nt | nt | 1.5 | -1.6 | -3.2 | 8 | 0.6
N#Cc1cccc(OCCCN2CCC(C(O)(c3ccccc3)c3ccccc3)CC2)c1 | -2.0&-2.2 | -3 | -24&-21 | -5&-2 | nt | nt | -1.5 | -0.9&-1.3 | -2.5 | -5&-5 | 0.0&-0.4
CC(C)n1nnnc1C1c2ccccc2C(=O)N1Cc1ccccc1 (stereo not drawn) | -0.1 | -4 | 0 | -12 | nt | nt | 1.6 | -1.3 | -0.4 | -5 | 0.8
CC(=O)c1cccc(NC(=O)C2CC(=O)N(c3ccc4c(c3)OCCO4)C2)c1 (stereo not drawn) | 0.9 | 1 | -2 | -27 | -0.5 | -0.4 | 0.3 | -1.0 | 0.9 | -1 | -1.4
CCOC(=O)C(C)Sc1nc(-c2ccccc2)nc2ccc(F)cc12 (stereo not drawn) | 0.4 | -4 | -18 | -6 | 0.4 | 0.7 | 0.1 | -0.5 | 2.2 | -4 | 2.3
CCCCCc1cc(=O)oc2c(C(CCN(CC)CC)c3cc(OC)c(OC)c(OC)c3)c(OC)cc(OC)c12 (stereo not drawn) | -3.2 | 3 | 0 | -14 | -0.2 | -4.0 | -0.3 | -1.2 | -1.5 | -4 | -1.2
Cc1c(C)c2ccc(OCC(=O)NCCN3CCOCC3)cc2oc1=O | 1.4 | -2 | 4 | -345 | -0.1 | -0.9 | -1.9 | -0.4 | 0.1 | -93 | -1.7
CCOc1cc(/C=C2/NC(=O)N(CC(=O)OC)C2=O)ccc1OC | -1.1 | 1 | -4 | -10 | -0.3 | 0.8 | -0.1 | -1.4 | -2.6 | -4 | -0.6
CC(CNC(=O)COc1ccccc1)OC(=O)Nc1cccc(Cl)c1 (stereo not drawn) | -4.3 | -4 | -1 | 10 | 0.0 | 2.4 | -0.8 | -0.9 | -0.2 | 4 | -0.8
O=C(O)CCS(=O)(=O)Cc1ccccc1Cl | 0.3 | 1 | 2 | -2 | 0.3 | 0.8 | -0.3 | -0.8 | -2.3 | -2 | -1.7
CC(C)c1nnc(-c2ccc(Cl)cc2)c(N(C)C)n1 | -1.2 | -1 | -3 | -7 | 1.5 | 0.0 | -0.5 | -1.2 | 0.5 | -1 | -0.7
O=C(O)CSc1nnc(Cc2cccc3ccccc23)n1-c1cc(C(F)(F)F)cc(C(F)(F)F)c1 | -0.7 | -3 | -1 | -1 | 5.7* | -1.4 | -0.1 | -0.9 | 0.1 | 1 | 2.2
S=C1NCCc2ccccc2C1c1ccccc1 (stereo not drawn) | -0.5 | -1 | 2 | -9 | -0.7 | 1.1 | 0.0 | -0.4 | 1.5 | -4 | -2.0
Cc1cc(OCC(=O)N2CCOCC2)cc2oc(=O)c3ccccc3c12 | -0.8 | 2 | -1 | -400 | 0.1 | 0.3 | -1.2 | -1.5 | 0.0 | -156 | -0.1
